Source: PubChem (Sanford-Burnham Center for Chemical Genomics)
MT1-MMP act inh: blockers of MT1-MMP proenzyme processing, primary screen, HT1080 RFP-PRO-GFP cells, GFP/RFP fluorescence; Matrix metalloproteinase-14 (Homo sapiens), P50281; GFP/RFP ratio fluorescence, overnight; percent of plate control window, DMSO zero; GFP/RFP ratio change, % at 20 µM; actives 0.061% (n = 360,000); AID 651647, 2012;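 active means GFP/RFP ratio change of at least 30% with cell ATP level not reduced by more than half and red fluorescence within 50% of control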; further: strong numbers were not always called active
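system = RFP-PRO-GFP reporter HT1080 cells | dosing = 20 µM single dose, 1% DMSO | timing = overnight cell settling, then overnight compound exposure, 37 °C, 5% CO2 | read-out basis = GFP/RFP fluorescence ratio | controls = DMSO and RFP-L50D-GFP cell wells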
DNMT1 block: human DNMT1 methyltransferase inhibitors, primary screen, biochemical, molecular beacon, fluorescence, HinP1I cleavage, uHTS. DNA (cytosine-5)-methyltransferase 1 (Homo sapiens), P26358. inhibition (reported as % activation of signal), % at 10 µM. actives 0.83% (n = 360,000); in the data active means inhibition above about 50%
STEP inh: STEP phosphatase inhibitors, primary screen, biochemical, fluorescence intensity, uHTS. recombinant STEP, OMFP fluorogenic substrate. inhibition, % at 20 µM. actives 0.25% (n = 360,000);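 active means inhibition at 20 µM, scaled per plate between control wells, above about 37%, limit read from the data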;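 further: 0% = DMSO with enzyme and substrate and 100% = substrate only without enzyme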
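System: STEP phosphatase, cell-free reaction; Buffer or medium: Bis-Tris pH 6.0 buffer with DTT, detergent; Incubation: 20 min at room temperature, dark; Measured by: fluorescence, 480/540 nm.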
CendR NRP1 mod: modulators of CendR peptide binding to NRP-1, primary screen, biochemical, fluorescence polarization, uHTS. AID 602438, 2012. FAM-RPARPAR peptide binding to NRP-1. Neuropilin-1 (Homo sapiens), O14786. actives 0.85% (n = 360,000). inhibition, % at 25 µM;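 active means inhibition or corrected inhibition above about 18%, plus a signal ratio from 0.5 to 1.5, limit read from the data, passing the limit was not always enough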; further: strong numbers were not always called active
LMPTP inh: LMPTP phosphatase inhibitors, primary screen, biochemical, fluorescence intensity, uHTS; Low molecular weight phosphotyrosine protein phosphatase (Homo sapiens), P24666; recombinant LMPTP-A, OMFP fluorogenic substrate; inhibition, % at 20 µM; actives 0.22% (n = 360,000);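 active means compounds that cut the enzyme signal by at least half of the control window in the single-dose screen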;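 further: plate controls were DMSO wells with enzyme plus substrate for no effect and substrate without enzyme for full effect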
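Assay system: LMPTP-A phosphatase enzyme | Input: 0.625 nM enzyme | Also added: Fluorogenic phosphatase substrate OMFP at 400 µM final | Compound dosing: One test concentration per compound, 20 µM, with 3% DMSO overall | Schedule: 50 min enzyme reaction at room temperature, protected from light | Signal: Fluorescence intensity | Benchmarks: no-enzyme and uninhibited controls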
SUMO1 PPI mod: modulators of SUMO1 protein-protein interactions, primary screen, biochemical, uHTS; Small ubiquitin-related modifier 1 (Homo sapiens), P63165; SUMO1 binding to a labelled peptide, TR-FRET, 1 h; inhibition, % at 20 µM; actives 0.33% (n = 360,000); AID 602429, 2012; in the data active means inhibition above about 37%
NadD block: inhibitors of S. aureus NadD, primary screen, biochemical, colorimetric, uHTS | purified NadD enzyme, colorimetric absorbance read-out | inhibition, % at 20 µM | actives 0.78% (n = 360,000); in the data active means inhibition above about 26%; further: some compounds past the cut are filed as inactive
Scp1 inh: Scp-1 phosphatase inhibitors, primary screen, biochemical, colorimetric, uHTS; Carboxy-terminal domain RNA polymerase II polypeptide A small phosphatase 1 (Homo …; Recombinant Scp1, phosphopeptide, malachite green phosphate absorbance; inhibition, % at 20 µM; actives 0.88% (n = 340,000); AID 493091, 2011;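 active means inhibition above about 50% at 20 µM, limit read from the data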;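 further: plate controls were DMSO wells with enzyme for no effect and wells lacking enzyme for full effect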
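Material: truncated SCP-1 phosphatase (76-261aa) / Buffer or medium: 50 mM Tris acetate pH 5.5, 0.005% Tween-20, 10 mM MgCl2 / Compound dosing: one concentration, 20 µM, with 1.0% DMSO / Incubation: 45 min room-temperature reaction, 5 min colour, 30 min stabiliser / Detection: colorimetric free-phosphate detection, absorbance 630 nm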
SKN-1 block: suppressors of acrylamide-induced Pgst-4::GFP reporter in worms, primary screen, SKN-1 inhibitor project, whole organism, uHTS, GFP/RFP fluorescence ratio, strain VP596. C. elegans VP596 Pgst-4::GFP/RFP ratio, 24 h. inhibition, % at 21.8 µM. actives 0.49% (n = 360,000). AID 624304, 2012;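 active means interference check ratio from 0.5 to 1.5 plus GFP to RFP signal ratio inhibition reaching or exceeding a fixed threshold, cut at about 30% in these data, passing the limit was not always enough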; further: some compounds called inactive have numbers as strong as hits
Rpn11 inh: Rpn11 (PSMD14) deubiquitinase inhibitors, primary screen, biochemical, fluorescence polarization, uHTS; 26S proteasome non-ATPase regulatory subunit 14 (Homo sapiens), O00487; AID 588493, 2011; actives 0.59% (n = 360,000); calls only at 20 µM; human 26S proteasome, Ub4-pepOG fluorescence polarization; 20S core pre-blocked with epoxomicin;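 active means inhibition at 20 µM, scaled to each plate's controls, above about 33%, limit read from the data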
* hit, by the source's call; i = inactive; · = no result given.

SMILES	MT1-MMP act inh	DNMT1 block	STEP inh	CendR NRP1 mod	LMPTP inh	SUMO1 PPI mod	NadD block	Scp1 inh	SKN-1 block	Rpn11 inh
CCN1CCN(CCC(=O)Nc2cccc(C)c2)CC1	-2	-3	1	5	-4.3	1	-1	-2	0	i
CC1(c2ccc3ccccc3c2)NC(=O)N(CC(=O)N2CCCC(C(F)(F)F)C2)C1=O (configuration not stated)	4	-2	3	0	0.0	-3	-8	-5	-11	i
S=C(NCCNC(=S)Nc1ccccc1)Nc1ccccc1	2	1	-1	20	-1.5	2	1	-2	1	i
O=C(Cc1cccc(NC(=O)C2CCN(S(=O)(=O)c3cccc([N+](=O)[O-])c3)CC2)c1)Nc1cccc(C(=O)N2CCCCC2)c1	2	-9	0	0	-0.1	-15	21	-14	26	i
CNc1snc(C)c1C(=O)OC(C)C(=O)NCc1ccccc1 (configuration not stated)	-2	-1	-1	7	-0.9	1	-3	-6	8	i
Cc1ccc(NC(=O)C2CC3CCC2C3)c(Br)c1 (configuration not stated)	-1	-2	6	1	-2.8	4	-7	-4	8	i
S=C1NCC(c2ccccc2)S1 (configuration not stated)	3	-1	-2	-13	-1.3	0	2	-4	7	i
Cc1[nH]c2ccccc2c1C(C[N+](=O)[O-])c1cccs1 (configuration not stated)	-2	-1	-2	-6	0.6	2	2	-7	3	i
Cc1ccc(C(=O)NCN2CCN(c3ccc(F)cc3)CC2)cc1	1	0	-2	-2	-1.0	1	-10	-6	9	i
CCCn1c2ccccc2c2nnc(SCC(=O)Nc3c(C)n(C)n(-c4ccccc4)c3=O)nc21	5	-5	-2	-4	-0.2	-10	0	-4	-3	i
COc1ccc(CCNS(=O)(=O)c2cc3c4c(c2)CC(=O)N4CCC3)cc1	1	2	1	9	-0.7	-2	8	0	17	i
O=[N+]([O-])c1ccccc1S(=O)(=O)NC1CCCC1	4	-6	-1	7	1.1	-6	-3	-5	9	i
CCOC(=O)C1CCN(C(=O)COC(=O)COc2ccccc2OC)CC1	0	2	-5	-2	-2.0	-2	-5	-2	25	i
NNc1ccccc1C(F)(F)F	1	32	24	-10	10	33	3	31	-5	i
CCc1cccc(C)c1NS(=O)(=O)c1c(C)nc2sccn2c1=O	-2	4	1	3	0.0	4	5	-3	3	i
C=CCNc1ncnc2c1cnn2-c1ccc(C)cc1C	2	2	2	8	0.7	2	4	-12	1	i
Cc1csc(NC(=O)C2CCN(S(=O)(=O)c3ccccc3)CC2)n1	4	-1	0	8	-1.0	5	1	2	-12	i
O=C(CSc1nc(O)c(C2CCCCC2)c(=O)[nH]1)N1CCOCC1	4	1	1	2	-1.3	-1	3	0	8	i
O=c1cc(CSc2nnc(-c3ccccc3)o2)c2ccccc2[nH]1	0	0	0	4	6.6	0	-4	-4	-7	i
O=C(NCCc1nnc2ccc(SCC(=O)N3CCCC3)nn12)c1ccc(F)cc1	-3	-1	-4	6	-0.4	0	5	-2	10	i
c1ccc(-c2ccc3sccc3n2)cc1	-2	7	0	27*	1.4	-2	-2	-4	-1	i
CCOc1cc(N2CCOCC2)c(OCC)cc1NC(=O)COC(=O)c1cc(C)cc(C)c1	1	2	-2	1	1.1	2	-6	-1	15	i
O=C(COc1ccccc1F)Nc1ccc(S(=O)(=O)N2CCCC2)cc1	2	-1	0	-5	-0.5	1	-2	4	19	i
N#Cc1cccc(CSc2nnc(CCCO)n2-c2ccccc2)c1	-3	3	-2	18	-1.9	-2	-3	-6	3	i
Cc1ccc2nc(C3CCCN(C(=O)NCc4ccccc4)C3)[nH]c2c1 (configuration not stated)	-4	-2	-3	0	-0.9	0	-5	-13	-17	i

Single records, as listed above. Order of screens: MT1-MMP act inh	DNMT1 block	STEP inh	CendR NRP1 mod	LMPTP inh	SUMO1 PPI mod	NadD block	Scp1 inh	SKN-1 block	Rpn11 inh
Listed for CNc1snc(C)c1C(=O)OC(C)C(=O)NCc1ccccc1 (configuration not stated) = -2	-1	-1	7	-0.9	1	-3	-6	8	i
Listed for Cc1ccc2nc(C3CCCN(C(=O)NCc4ccccc4)C3)[nH]c2c1 (configuration not stated) = -4	-2	-3	0	-0.9	0	-5	-13	-17	i

(next part)
SMILES	MT1-MMP act inh	DNMT1 block	STEP inh	CendR NRP1 mod	LMPTP inh	SUMO1 PPI mod	NadD block	Scp1 inh	SKN-1 block	Rpn11 inh
C/C(Cl)=C\Cn1c(O)c(N=NC(N)=S)c2ccccc21	7	0	1	6	2.2	-17	3	-8	-7	i
CCOC(=O)c1cnc(SCc2nc(N)nc(Nc3ccc(OC)cc3)n2)nc1N	2	-4	-4	0	0.7	6	4	-5	-5	i
Cc1ccccc1OCC(=O)OCC(=O)Nc1cc(S(C)(=O)=O)ccc1Cl	3	-2	2	6	-1.5	-3	-5	-6	-1	i
Cc1ccc2cc(CN(Cc3ccco3)C(=O)NC3CCCCC3)c(=O)[nH]c2c1C	-31	-4	2	-6	0.1	2	4	3	19	i
CCN1CCN(C(=O)c2cc(-c3ccco3)nc3ccccc23)CC1	-3	40	-4	6	-0.7	-3	14	31	16	i
Oc1ccc(/C=N/Nc2cccc3cccnc23)c(O)c1	-7	-41	-4	0	-1.3	-1	7	-1	11	i
CC(=O)Nc1cccc(-c2ccnc3c2CC(C)(C(=O)NCc2ccc(N(C)C)cc2)O3)c1 (configuration not stated)	5	1	2	-8	-0.3	0	2	·	11	i
O=C(O)CCn1nc(-c2ccc(F)cc2)cc(Cc2ccccc2)c1=O	0	2	-1	4	-1.7	0	-2	-19	-4	i
Cc1ccccc1C(=O)Oc1ccc(Cl)cc1C(=S)N1CCOCC1	3	6	2	5	0.5	1	-9	-7	-11	i
O=C1CC(c2ccccc2)n2nc(NC(=O)C3CCCO3)nc2N1 (configuration not stated)	-1	5	0	12	-1.8	0	5	1	7	i
COc1ccc(-n2c(-c3ccc(Br)cc3)c[n+]3c2CCc2ccccc2-3)cc1	-18	1	2	14	3.9	-1	9	14	-5	i
CCCC(=O)NC(=S)Nc1cc(-c2nc3ncccc3o2)ccc1C	0	1	0	-10	0.4	3	0	-11	-1	i
COC(=O)[C@]1(C)N[C@H](CN(C)S(=O)(=O)c2ccc(C)cc2)[C@@H]2C(=O)N(Cc3ccccc3)C(=O)[C@@H]21	-1	5	0	5	-2.2	2	1	-8	18	i
Cn1c(=O)n(C)c2cc(N3CCCCC3)c(NC(=O)c3ccccc3)cc21	0	0	4	9	1.4	9	4	-5	1	i
c1ccc2c(c1)nc1sccn12	-2	4	-5	-3	-0.5	2	0	-6	5	i
O=C(NCCC1CCCCN1S(=O)(=O)c1ccccc1)C(=O)NC1CC1 (configuration not stated)	5	3	-2	1	-0.9	18	-6	1	3	i
COc1ccc(C2CC(c3ccccc3)=NN2c2ccc(Cl)c(C(=O)O)c2)cc1 (configuration not stated)	-2	3	2	-15	1.1	-3	5	-3	7	i
O=C(Nc1ccc2c(c1)nc1n2CCSC1)c1ccccc1	0	-8	2	-9	-1.3	10	8	-7	14	i
CCN(C(=O)COC(=O)c1ccc(-n2c(C)ccc2C)cc1)c1c(N)n(Cc2ccccc2)c(=O)[nH]c1=O	-6	-6	2	-19	2.3	2	24	4	4	i
CC(C)Nc1nc(Cl)nc(N(C#N)CN2C(=O)c3ccccc3C2=O)n1	1	5	1	17	-1.0	0	6	14	-13	i
CC12CC3(C)CC(C)(C1)CC(C(=O)NC1=NCCS1)(C2)C3	·	1	0	3	0.9	0	5	0	5	i
COc1ccc(NC(=O)C(=O)NCCC2CCCCN2S(=O)(=O)c2ccc(F)cc2)cc1 (configuration not stated)	-8	-3	-2	-2	2.4	3	-11	-3	-9	i
COc1cccc(C(=O)Nc2cccc(S(=O)(=O)NC3=NCCC3)c2)c1	2	21	-3	9	-0.5	-2	-6	-10	-7	i
C=C(C)c1cccc(C(C)(C)NC(=O)N2CCCC(C(N)=O)C2)c1 (configuration not stated)	17	0	-2	2	-0.5	-1	2	8	-2	i
CC(NC(=O)COC(=O)C1CCCCC1)c1ccccc1 (configuration not stated)	0	-5	0	9	-1.6	0	-8	5	-4	i

Some entries already given, limited to Scp1 inh and SUMO1 PPI mod:
Compound | Scp1 inh | SUMO1 PPI mod
COC(=O)[C@]1(C)N[C@H](CN(C)S(=O)(=O)c2ccc(C)cc2)[C@@H]2C(=O)N(Cc3ccccc3)C(=O)[C@@H]21 | -8 | 2
CC(=O)Nc1cccc(-c2ccnc3c2CC(C)(C(=O)NCc2ccc(N(C)C)cc2)O3)c1 (configuration not stated) | · | 0
Cn1c(=O)n(C)c2cc(N3CCCCC3)c(NC(=O)c3ccccc3)cc21 | -5 | 9
Cc1ccccc1C(=O)Oc1ccc(Cl)cc1C(=S)N1CCOCC1 | -7 | 1

Next structures:
SMILES	MT1-MMP act inh	DNMT1 block	STEP inh	CendR NRP1 mod	LMPTP inh	SUMO1 PPI mod	NadD block	Scp1 inh	SKN-1 block	Rpn11 inh
O=C(N/N=C/c1ccc(Cl)c([N+](=O)[O-])c1)c1cc(-c2ccccc2)nc2ccccc12	-20	15	2	2	0.0	3	19	-1	4	i
COc1ccc(S(=O)(=O)N2CCOCC2)cc1NC(=O)CSc1n[nH]c(=O)n1C1CC1	-1	0	-1	-3	-0.4	2	-3	-1	6	i
CC(C)(C)Cc1nnc(NC(=O)c2ccc3c(c2)OCO3)s1	0	-3	9	6	-0.1	0	-9	23	5	i
Cc1ccc(S(=O)(=O)CCC(=O)OC(C)C(=O)c2c(C)[nH]c3ccccc23)cc1 (configuration not stated)	2	2	-3	2	-0.1	1	-7	-5	-1	i
CC1CCC2(CC1)NC(=O)N(CC(=O)Nc1cccc(S(=O)(=O)N3CCOCC3)c1)C2=O (configuration not stated)	1	-2	-3	0	-0.2	3	-7	-1	-10	i
CC(C)CC(=O)Nc1c2c(nn1-c1cccc(Cl)c1)CS(=O)C2 (configuration not stated)	-1	1	2	0	-2.6	0	-2	-12	7	i
c1ccc(-c2nccc3ccccc23)cc1	-2	-3	1	-8	0.6	-11	-1	-11	7	i
